# Compound activity deposited in PubChem by National Center for Advancing Translational Sciences (NCATS).
# D1 potentiator: Potentiators of Human D1 Dopamine Receptor: qHTS; D(1A) dopamine receptor (Homo sapiens), P21728; HEK293 TREx D1 cells, calcium flux, dopamine EC20 potentiation; potentiation, % at 10 µM; 360,000 compounds, 0.036% hits; AID 504651, 2011; in the data active means potentiation above about 30%; further: 0% is about no effect
# D2 PAM: HTS Assay for Positive Allosteric Modulators of the Human D2 Dopamine Receptor: Primary Screen for Potentiators; 340,000 compounds, 0.34% hits; potentiation, % at 10 µM; HEK293 T-REx D2, calcium flux, EC20 dopamine potentiation;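 active means potentiation over 3 SD above the plate norm, cut at about 30% in these data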; further: 0% is about no effect
#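 Using a no-wash calcium dye in inducible, force-coupled HEK293 Trex cells expressing D2, we tracked fluorescence each second for 180 s after compound, then for 180 s after EC20 dopamine to detect augmented signalling.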
# RXFP1 antag: qHTS Assay for Antagonists of the Relaxin Receptor RXFP1; Relaxin receptor 1 (Homo sapiens), Q9HBX9; HEK293-RXFP1, relaxin-stimulated cAMP HTRF, 30 min; active compounds read low; activity change, negative = inhibition, % at 57.5 µM; 350,000 compounds, 0.59% hits;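 active means activity change of -60% or lower, but not beyond a set lower limit; inconclusive means change between -60% and -40%, or beyond the set limit; inactive means change above -40%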; further: on the % scale 0 is the no-effect control and ±100 the full control effect
# Target sequence (Q9HBX9 whole entry, looked up): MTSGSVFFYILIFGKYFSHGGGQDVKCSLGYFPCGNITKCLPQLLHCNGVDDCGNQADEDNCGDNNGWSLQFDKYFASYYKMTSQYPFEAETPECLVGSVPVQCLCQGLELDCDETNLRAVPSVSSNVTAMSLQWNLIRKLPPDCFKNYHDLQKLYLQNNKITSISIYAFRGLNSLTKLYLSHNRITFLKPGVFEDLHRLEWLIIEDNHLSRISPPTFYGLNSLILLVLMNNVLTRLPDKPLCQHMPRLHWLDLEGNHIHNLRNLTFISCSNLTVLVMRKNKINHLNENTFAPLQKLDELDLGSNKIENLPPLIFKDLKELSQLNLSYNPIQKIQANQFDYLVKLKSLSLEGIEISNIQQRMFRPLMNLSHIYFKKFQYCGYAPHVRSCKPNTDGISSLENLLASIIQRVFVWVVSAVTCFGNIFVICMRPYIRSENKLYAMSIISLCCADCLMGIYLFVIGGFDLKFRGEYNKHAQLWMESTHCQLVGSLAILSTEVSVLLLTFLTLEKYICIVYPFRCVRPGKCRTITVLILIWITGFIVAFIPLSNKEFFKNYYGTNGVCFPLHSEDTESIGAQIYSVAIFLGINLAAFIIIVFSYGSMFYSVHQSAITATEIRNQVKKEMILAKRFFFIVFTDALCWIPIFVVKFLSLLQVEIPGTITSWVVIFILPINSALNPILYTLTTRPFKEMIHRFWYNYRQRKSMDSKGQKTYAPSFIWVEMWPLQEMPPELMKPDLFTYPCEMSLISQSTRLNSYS
# RXFP1 ag: qHTS Assay for Agonists of the Relaxin Receptor RXFP1; Relaxin receptor 1 (Homo sapiens), Q9HBX9; HEK293T-RXFP1 cAMP TR-FRET, 30 min; response scale: percent of porcine relaxin response, buffer zero; Potency, µM (highest dose often 57.5 µM), inactives show at the top dose activation, actives largely listed as activators; 370,000 compounds, 0.3% hits; further: potency means the concentration at half of the fitted maximal effect; on the % scale 0 is the no-effect control and ±100 the full control effect; nearly all actives have a fitted effect of over 60% in size; many of its hits are not listed in these tables
#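 HEK293 cells stably expressing RXFP1, treated 30 min at 37C with compounds plus PDE4 inhibitor Ro 20174; cAMP measured by HTRF TR-FRET. Normalized to buffer and 29 nM porcine relaxin; EC50 by Hill fit.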
# D1 antag: Antagonist of Human D 1 Dopamine Receptor: qHTS | D(1A) dopamine receptor (Homo sapiens), P21728 | HEK293 TREx D1 cells, calcium flux, dopamine EC80; active compounds read low | activity change, negative = inhibition, % at 10 µM | 360,000 compounds, 3.2% hits; in the data active means activity change below about -30%; further: on the % scale 0 is the no-effect control and ±100 the full control effect
#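 After overnight tetracycline induction at 30 C, force-coupled D1 HEK293 cells took up a no-wash calcium dye at room temperature. Compounds were added and monitored 180 s, and the response to EC80 dopamine was then recorded.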
# TRHR enhancer: qHTS for Small Molecule Agonists and Allosteric Enhancers of Human TRH Receptor: Primary Screen for Enhancers | TRHR cells, fluo-8 calcium fluorescence, EC20 TRH enhancement | 360,000 compounds, 0.66% hits | enhancement, % at 2 µM | Thyrotropin-releasing hormone receptor (Homo sapiens), P34981; in the data active means enhancement above about 30%; further: 0% is about no effect
#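 TRHR-expressing cells loaded with fluo-8 calcium dye were read kinetically (ex 480/em 530) during compound addition, then stimulated with an EC20 of TRH (10 nM final). Enhancement of the Gq-mediated intracellular calcium response was scored.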
# D1 agonist: Allosteric Agonists of the Human D1 Dopamine Receptor: qHTS; activation, % at 2 µM; HEK293 T-REx D1 cells, calcium flux, agonist mode; AID 504660, 2011; 360,000 compounds, 1% hits; in the data active means activation above about 30%; further: 0% is about no effect
#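 Inducible HEK293 T-REx D1 cells, force-coupled to calcium signalling, were plated at 4000 cells/well with tetracycline and held overnight at 30 C. After no-wash calcium dye loading, compound-evoked calcium rise over 180 s flagged agonists.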
# Anesthetic bind: qHTS Assay for Identification of Novel General Anesthetics; Potency, µM (titrated, usually from 77.5 µM), for the others: at the highest dose activity change, negative = displacement, usual class: inhibitors; 350,000 compounds, 0.074% hits; apoferritin/1-aminoanthracene competitive binding, fluorescence; Ferritin light chain (Equus caballus), P02791; further: potency means the concentration at half of the fitted maximal effect; on the % scale 0 is the no-effect control and ±100 the full control effect; nearly all actives have a fitted effect of over 20% in size
# Target sequence (P02791 2-175 limits assumed): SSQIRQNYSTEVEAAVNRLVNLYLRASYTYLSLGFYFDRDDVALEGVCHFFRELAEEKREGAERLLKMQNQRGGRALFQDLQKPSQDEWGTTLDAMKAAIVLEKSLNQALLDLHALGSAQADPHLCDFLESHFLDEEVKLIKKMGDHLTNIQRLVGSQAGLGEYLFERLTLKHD
#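 10 uM apoferritin + 50% sat. 1-AMA, PBS; cpd 10 min RT; Ex380/Em535 endpoint; normalized to free probe vs complex; 4-param Hill fit; propofol titration as pos. ctrl.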
# TRHR agonist: qHTS for Small Molecule Agonists and Allosteric Enhancers of Human TRH Receptor: Primary Screen for Agonists | Thyrotropin-releasing hormone receptor (Homo sapiens), P34981 | TRHR cells, calcium flux fluo-8, FDSS agonist mode | activation, % at 2 µM | 360,000 compounds, 0.18% hits; in the data active means activation above about 30%; further: 0% is about no effect
#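 Agonist-mode FDSS calcium read (Ex 480/Em 530, 1 s cycles) in 1536-well TRHR cells with fluo-8 dye, after 10-cycle baseline and 23 nL compound addition; TRH at EC20 (10 nM final) added afterwards for the enhancer phase.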
# * hit, by the source's call; ? = inconclusive; nt = no result given; [ ] = another dose, or the depositor's remark. Unless noted, the call rests on the fitted dose curve; in most records, active means well fitted curve in the direction sought with a large enough effect; inconclusive means small, poorly fitted or top-dose-only effect, or another doubt; inactive means no such curve, though single readings can be large; an effect the other way counts as inactive or inconclusive.
SMILES	D1 potentiator	D2 PAM	RXFP1 antag	RXFP1 ag	D1 antag	TRHR enhancer	D1 agonist	Anesthetic bind	TRHR agonist
S=C(NCc1ccccc1)N1CCN(C(=S)NCc2ccccc2)CC1	0	6	6	3.3%	-12	4	2	nt	-0.3
CC[N+](C)(CC)CCC(c1ccccc1)C1CCCCC1 (centres undefined)	-2	2	-7	0.4%	-15	3	4	-8%	0.2
Cc1ccc(C(=O)O)cc1Nc1ncnc2sc3c(c12)CCC3	0	-7	-6	1.3%	0	0	2	3%	0.7
Cc1ccc(S(=O)(=O)N2CCOCC2)cc1C(=O)N1CCN(Cc2ccccc2)CC1	-4	-8	-4	1.1%	8	1	3	nt	0.0
CC(C)Cn1c(CCNC(=O)c2ccco2)nc2ccccc21	3	2	4	0.4%	-7	-3	0	3%	-0.2
COc1ccc(/C=N/NC(=O)c2ccc(NC(=O)c3ccccc3Br)cc2)cc1	-6	4	-6	-0.2%	-6	9	13	-17%	0.8
O=C(NCCC1=CCCCC1)C1CCN(c2nnc(-n3cccc3)s2)CC1	4	-8	nt	-0.5%	-12	4	3	-1%	0.7
COc1cccc(CC(=O)Nc2ncc(C)s2)c1	-2	6	-5	2.0%	22	4	0	-8%	0.9
CC1CCN(S(=O)(=O)c2csc(C(N)=O)c2)CC1	-3	-3	-1	0.3%	-24	3	0	1%	-1.1
Cc1nnc(SCc2ccc(C(=O)O)cc2)s1	1	1	4	-1.9%	-8	-9	-1	-13%	1.6
COc1ccc(N2CC(NC(=O)c3ccc(S(=O)(=O)N4CCOCC4)cc3)CC2=O)cc1 (centres undefined)	-1	0	2	0.3%	nt	-6	2	-6%	0.1
CCN1CCCC1CNS(=O)(=O)c1ccc(C(=O)Nc2ccccc2)cc1 (centres undefined)	8	nt	-9	0.2%	-24	-3	6	-14%	0.3
c1ccc(CSCCc2ccncc2)cc1	-2	17	9	-0.7%	-17	-1	1	?	-0.6
COc1ccccc1C(=O)N1CCN(c2cccc(C(F)(F)F)c2)CC1	1	-13	-7	0.8%	-3	10	4	-22%	-2.2
CCN(CC(=O)N1CCCC1)S(=O)(=O)c1ccc2ccccc2c1	1	6	-3	0.1%	2	4	2	-8%	-0.1
O=C(CSC1=NCCS1)NC1CCCCC1	-5	14	-9	0.0%	7	2	0	-14%	-0.2
COc1ccc(Cl)cc1NC(=O)CCc1c(C)nc2c(c1C)c(=O)n(C)c(=O)n2C	5	3	nt	7.1%	2	0	0	0%	-0.5
Fc1ccc(-n2nnc(-c3cnc4ccccc4c3)n2)cc1	1	9	nt	-0.4%	-6	-2	16	-10%	-0.1
CCc1ccc(/C=C/C(=O)c2cc(Br)ccc(=O)c2O)cc1	3	-2	?	-2.8%	4	2	3	-19%	1.6
COc1ccc(OCC(=O)N2c3ccccc3CCc3ccccc32)cc1	-6	0	7	-0.1%	7	4	2	-8%	-0.8

# 3 compounds from above, sorted by molar mass, descending.
SMILES	D1 potentiator	D2 PAM	RXFP1 antag	RXFP1 ag	D1 antag	TRHR enhancer	D1 agonist	Anesthetic bind	TRHR agonist
CCN1CCCC1CNS(=O)(=O)c1ccc(C(=O)Nc2ccccc2)cc1 (centres undefined)	8	nt	-9	0.2%	-24	-3	6	-14%	0.3
COc1ccc(OCC(=O)N2c3ccccc3CCc3ccccc32)cc1	-6	0	7	-0.1%	7	4	2	-8%	-0.8
Fc1ccc(-n2nnc(-c3cnc4ccccc4c3)n2)cc1	1	9	nt	-0.4%	-6	-2	16	-10%	-0.1

# (further entries)
SMILES	D1 potentiator	D2 PAM	RXFP1 antag	RXFP1 ag	D1 antag	TRHR enhancer	D1 agonist	Anesthetic bind	TRHR agonist
OCC1(CCc2ccccc2)CCCN(CCCC(F)(F)F)C1 (centres undefined)	2	-5	8	0.6%	5	-5	4	-14%	1.1
Cc1cccn2cc(CCNC(=O)c3ccc(Br)o3)nc12	-11	-3	4	2.7%	-16	-5	3	3%	0.0
COc1ccc(-c2nn(-c3ccccc3)cc2CN(C)CCn2ccnc2C)c(F)c1	-9	4	-7	0.1%	7	-2	7	-2%	0.3
O=C(c1ccco1)N1CCN(C(=S)Nc2ccc(F)c(Cl)c2)CC1	-3	-3	2	-2.6%	-4	-7	7	-4%	0.3
CC(=O)Nc1ccc(S(=O)(=O)N(C)CC(=O)Nc2ccc(F)c(F)c2F)cc1	-7	-3	3	-1.0%	-13	5	4	nt	0.4
CCOC(=O)c1ccc(Nc2cc(C)nc(-c3ccccc3)n2)cc1	-6	13	-11	-0.8%	-22	9	6	-3%	-0.6
CC(C)(C)CC(=O)Nc1ccc(-c2cn3cccnc3n2)cc1	-4	-9	-22	17%	1	-11	0	127%[activator]	0.8
CCOc1ccc(/C=N/NC(=O)c2[nH]c3ccc(C)cc3c2C)cc1	-7	3	-31	-1.4%	-15	7	1	2%	0.4
CCOC(=O)C(/C=C(\C#N)C(=O)OCC)=C(/N)N1CCN(c2ccccc2)CC1	2	-10	-9	-0.7%	nt	-1	2	-15%	-0.3
CCO/C(C)=C1\N=C(c2ccc(Cl)cc2)OC1=O	1	24	8	-1.3%	-1	3	-1	-17%	-0.1
CCc1nc(N2CCOCC2)c(C#N)c2c1COC(C)(C)C2	-7	-1	-16	2.0%	-1	2	1	-6%	-1.1
CCC(=O)c1ccc(OCC(O)CN2CCCCC2)cc1 (centres undefined)	-2	-6	-2	2.0%	-7	13	24	-5%	-0.1
COc1ccc2c(c1)[C@H]1[C@H](CO2)[C@H](c2ccccc2)[C@]2(C)C(=O)Nc3cc(F)c(F)cc3C(=O)N12	0	nt	nt	0.5%	-11	1	2	nt	0.3
CC(=O)N1CCN(C(=S)Nc2ccc(Oc3ccccc3)cc2)CC1	-4	4	-1	-0.1%	9	-1	2	-12%	-0.6
Nn1c(SCc2cccc(F)c2)nnc1-c1ccncc1	-5	5	0	-5.8%	-19	4	1	12%	-0.5
CCN(CC(=O)Nc1c(F)cccc1F)C(=O)Cc1ccsc1	nt	-21	-4	0.1%	-22	-3	7	nt	0.3
CC(=O)C[C@@H](O)CC(=O)[C@H]1OC(=O)CC/C=C\Cc2ccccc21	-3	10	nt	0.7%	-13	0	-1	nt	-0.3
O=C(CN1C(=O)COc2ccc(S(=O)(=O)N3CCOCC3)cc21)N1CCN(c2cccc(C(F)(F)F)c2)CC1	5	-22	nt	3.8%	0	-2	1	-14%	-0.4
Cc1nn(C(C)C(=O)NCc2ccco2)c(C)c1[N+](=O)[O-] (centres undefined)	-3	-5	1	0.0%	4	6	2	-7%	0.2
N=c1c2c3c(sc2ncn1CCCO)CCCC3	-1	3	-4	2.1%	5	-6	2	?	2.1
COc1ccc(-c2c(N)nnc3c2[nH]c2ccccc23)cc1OC	-3	-8	-5	1.4%	8	-4	0	26%	-0.1
CCOc1cc(/C=N/NC(=O)CN2CCOCC2)ccc1OCc1ccc(Cl)cc1	-3	-1	-3	1.2%	-8	-1	3	2%	-0.7
COc1ccc(N=C2SCC(=O)N2CCc2ccc(OC)c(OC)c2)cc1	-12	3	7	1.5%	7	-8	6	-4%	-0.6
CCC(C)NC(=O)c1cnn2c(C)c3c(nc12)CCCC3 (centres undefined)	-2	33*	-9	7.6%	23	1	2	-11%	-1.1
CCn1c(SCC(=O)c2[nH]c(C)c(C(C)=O)c2C)nnc1-c1ccncc1	-7	3	-19	1.1%	-2	-3	3	-4%	-0.2
CC1(C)C([N+](=O)[O-])C(c2ccc(O)cc2)NC(c2ccc(O)cc2)C1[N+](=O)[O-] (centres undefined)	-3	-3	nt	-3.9%	9	1	-1	6%	1.1
CCN(CC)S(=O)(=O)c1cccc(C(=O)OCC(=O)c2ccc3c(c2)NC(=O)CO3)c1	5	9	-22	2.0%	-16	-2	4	?	0.1
CC(C)(C)C(=O)Nc1c(C(=O)N2CCN(c3ccc(F)cc3)CC2)oc2ccccc12	-8	-8	nt	0.6%	-2	-3	2	-9%	0.2
COc1ccc(-c2[nH]ncc2CN2CCC(N3CCSCC3)CC2)c(F)c1	1	8	-16	2.9%	0	2	1	-4%	0.3
CCCCNc1cc(F)nc(N)n1	-7	5	-12	0.1%	27	1	2	-13%	0.9
COc1cc(NC(=O)c2cccs2)ccc1NC(=O)Cc1ccccc1	-6	-5	-23	-1.4%	-13	4	1	-10%	-0.8
COc1ccc(S(=O)(=O)c2nnn(-c3ccccc3Cl)c2N)cc1	-2	nt	-1	0.0%	-3	-1	11	-11%	-0.4
CCc1ccc(-n2c(C)nc3cc(C(=O)NCCc4ccccc4)ccc32)cc1	-1	5	-16	3.0%	6	4	0	5%	-0.2
Cc1cccc(CC(C)NC(=O)c2cc(COc3ccc(C)c(C)c3)on2)n1 (centres undefined)	2	8	1	-2.5%	-24	8	2	?	-0.6
Cn1cnc([N+](=O)[O-])c1Sc1nc2ccccc2[nH]1	-8	-2	7	1.6%	-4	4	3	-5%	-0.5
Cn1nnnc1SCC(=O)NC1CCCCC1	-4	-3	-3	0.4%	-11	-6	5	-13%	-0.4
CCOc1nc(-c2ccccc2)ccc1-c1noc(COc2ccccc2)n1	-5	-6	-18	2.9%	-18	-15	28	-17%	2.4
CC1CCCN(Cc2cnc(Cl)s2)C1 (centres undefined)	-6	-4	2	-0.2%	-8	-3	4	4%	-0.1
O=S(=O)(Nc1ccn(-c2ccccc2)n1)c1ccc(Br)cc1	7	3	4	-0.5%	-15	5	7	-9%	-1.3
Cc1ccccc1OCc1nnc(SCc2cc(=O)c3ccc(C)c(C)c3[nH]2)n1C	-3	12	-1	2.3%	10	1	0	-12%	-0.9

# A portion of the library; the hit share may differ from the screen's.
